ATG4B inh: inhibitors of human ATG4B cysteine protease; 340,000 tested, 0.51% active; AID 504462; ATG4B cleavage of LC3-PLA2, NBD-HPC fluorescence, 1 h; Q9Y4P1; inhibition, % at 8.33 µM; in the data active means inhibition above about 40%
Target sequence (Q9Y4P1 whole entry, looked up): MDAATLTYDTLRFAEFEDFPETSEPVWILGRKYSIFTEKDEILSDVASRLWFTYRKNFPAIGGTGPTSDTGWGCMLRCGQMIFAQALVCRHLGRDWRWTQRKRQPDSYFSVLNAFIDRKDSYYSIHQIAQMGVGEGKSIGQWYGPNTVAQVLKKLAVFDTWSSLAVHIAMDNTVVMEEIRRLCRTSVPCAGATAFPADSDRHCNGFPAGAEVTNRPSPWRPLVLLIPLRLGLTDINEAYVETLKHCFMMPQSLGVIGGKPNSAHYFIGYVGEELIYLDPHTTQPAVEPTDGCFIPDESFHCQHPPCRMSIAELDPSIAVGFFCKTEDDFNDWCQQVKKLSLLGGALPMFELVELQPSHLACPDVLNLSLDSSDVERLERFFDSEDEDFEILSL
A3G deaminase: blocks human APOBEC3G single-stranded DNA deamination; 330,000 tested, 0.28% active; inhibition, % at 20 µM; recombinant A3G, ssDNA deamination FAM/TAMRA fluorescence; Q9HC16; AID 493012;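 active means inhibition of at least 40% at 20 µM, with no more than 30% in the related APOBEC3A deaminase screen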;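 further: plate controls were DMSO wells with A3G for no effect and wells lacking A3G enzyme for full effect; some compounds called inactive have numbers as strong as hits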
Target sequence (Q9HC16 whole entry, looked up): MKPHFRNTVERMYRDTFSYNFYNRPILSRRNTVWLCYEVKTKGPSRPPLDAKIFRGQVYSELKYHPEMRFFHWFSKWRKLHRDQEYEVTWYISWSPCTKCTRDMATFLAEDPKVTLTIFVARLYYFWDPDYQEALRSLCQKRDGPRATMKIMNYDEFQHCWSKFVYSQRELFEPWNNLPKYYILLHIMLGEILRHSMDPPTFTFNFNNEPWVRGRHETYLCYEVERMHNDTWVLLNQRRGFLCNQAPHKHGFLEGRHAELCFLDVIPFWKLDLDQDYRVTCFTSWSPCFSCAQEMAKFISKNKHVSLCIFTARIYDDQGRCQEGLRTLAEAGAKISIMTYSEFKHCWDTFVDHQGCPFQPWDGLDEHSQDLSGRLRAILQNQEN
mIAP block: blocks mouse intestinal alkaline phosphatase; purified mouse IAP, CDP-Star luminescence, 30 min; inhibition, % at 10 µM; 330,000 tested, 0.2% active;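 active means inhibition of at least 40% at 10 µM in the primary screen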;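 further: plate controls were DMSO with enzyme for no effect and no enzyme wells for full effect; values of inactives mirror those of a sister screen read the other way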
hIAP block: human IAP inhibition; purified IAP, CDP-Star luminescence, 30 min; inhibition, % at 10 µM; 330,000 tested, 0.12% active; AID 2544;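 active means inhibition reaching a set limit with compound at 10 µM in the primary screen, cut at about 35% in these data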;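 further: plate controls were DMSO wells with enzyme for no effect and no-enzyme buffer wells for full effect; values of inactives mirror those of a sister screen read the other way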
MPTP inh: inhibitors of mitochondrial permeability transition pore; 360,000 tested, 1.4% active; AID 602449; isolated mouse mitochondria, Ca2+ swelling absorbance, 30 min; inhibition, % at 10 µM;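 active means inhibition of 50% or more, scaled per plate between neutral and stimulator controls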;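 further: 0% = DMSO wells given calcium and 100% = 1 mM EGTA wells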
mIAP act: increases mouse intestinal alkaline phosphatase activity | activation factor at 10 µM | muIAP, CDP-Star luminescence, 30 min; hits give high values; 1 = vehicle-only enzyme signal, 0 = enzyme-free wells | AID 2805 | 330,000 tested, 0.24% active;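 active means activation factor of at least 2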; further: the source names both 10 and 20 µM as test concentration; values of inactives mirror those of a sister screen read the other way
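Assay system: mouse IAP enzyme / Compound: DMSO-dissolved test compounds / Timing: 30 min, room temperature / Measured by: luminescence from enzymatic CDP-Star hydrolysis / Control set: DMSO-only wells, enzyme-free buffer wells as negative control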
beta cell repl: inducers of beta-cell replication in MIN6 cells | MIN6 cells proliferation, ATPlite luminescence, 48 h; cells starved in 0.2% serum; 100% = growth in 10% serum | proliferation, % at 10 µM | 330,000 tested, 0.29% active | AID 2380;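 active means compounds whose signal lies at least 3.5 SD above the mean of all wells on their plate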;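 further: 0% = DMSO-treated cells in low-serum medium and 100% = 10% serum control; some compounds called inactive have numbers as strong as hits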
hIAP activ: increases human intestinal alkaline phosphatase activity. AID 2524. 330,000 tested, 0.16% active. purified human IAP, CDP-Star luminescence, 30 min; hits give high values; 1 = vehicle-only enzyme, 0 = enzyme-free background. activation factor at 10 µM. P09923;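 active means activation factor of the enzyme at least 2-fold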; further: the source names both 10 and 20 µM as test concentration; values of inactives mirror those of a sister screen read the other way
A3A deaminase: inhibitors of human APOBEC3A DNA deaminase. inhibition, % at 20 µM. recombinant A3A, FAM/TAMRA ssDNA deamination fluorescence. AID 493011. 330,000 tested, 0.41% active. P31941;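 active means at least 40% inhibition at 20 µM here, with at most 30% in a related deaminase screen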;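 further: plate controls were A3A with DMSO for no effect and wells lacking A3A enzyme for full effect; some results filed as inactive read as strong as hits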
Target sequence (P31941 whole entry, looked up): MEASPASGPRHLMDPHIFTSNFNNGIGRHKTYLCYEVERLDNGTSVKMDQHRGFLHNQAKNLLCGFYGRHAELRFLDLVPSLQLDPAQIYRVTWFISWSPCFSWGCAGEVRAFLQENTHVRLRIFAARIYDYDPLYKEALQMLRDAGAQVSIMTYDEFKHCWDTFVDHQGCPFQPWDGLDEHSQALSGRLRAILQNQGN
* marks the source's active call; other numbers are inactive results; & = joins results of further samples.

Results for O=C(NCCc1c[nH]c2ccccc12)C(=O)NCC1CCCO1 (configuration not stated) ?
ATG4B inh: -3; A3G deaminase: -18; mIAP block: -6; hIAP block: 4; MPTP inh: 0.3; mIAP act: 1.1; beta cell repl: 2; hIAP activ: 0.96; A3A deaminase: -6

How did Nc1c(-c2cccc(Cl)c2)cnc2c(-c3ccccc3)cnn12 do in these assays?
ATG4B inh: -6; A3G deaminase: -5; mIAP block: -11; hIAP block: 6; MPTP inh: 1.2; mIAP act: 1.1; beta cell repl: 0; hIAP activ: 0.94; A3A deaminase: -5

What do the screens show for `CC(C)c1ccc(OCC(O)CN2CCN(c3ccccc3)CC2)cc1` (configuration not stated)?
ATG4B inh: -10&-7; A3G deaminase: 1; mIAP block: 2; hIAP block: -6; MPTP inh: 1.6&2.8; mIAP act: 0.98; beta cell repl: -1; hIAP activ: 1.1; A3A deaminase: -1

What do the screens show for `O=C(NC1CCCCCC1)c1cccc(COCC(F)(F)F)c1`?
ATG4B inh: -13; A3G deaminase: 0; mIAP block: -2; hIAP block: 3; MPTP inh: 1.7; mIAP act: 1; beta cell repl: -3; hIAP activ: 0.97; A3A deaminase: 3

What do the screens show for `CC1(C)SC(=S)N(/N=C/c2ccccc2)C1N(O)C(=O)Nc1ccc([N+](=O)[O-])cc1` (configuration not stated)?
ATG4B inh: -4; A3G deaminase: 1; mIAP block: 12; hIAP block: -12; MPTP inh: 101*; mIAP act: 0.88; beta cell repl: -3; hIAP activ: 1.1; A3A deaminase: 1

How did O=c1c2ccccc2nnn1CSc1nnc(C2COc3ccccc3O2)n1-c1ccccc1 (configuration not stated) do in these assays?
ATG4B inh: 1; A3G deaminase: 1; mIAP block: 0; hIAP block: 4; MPTP inh: 0.3; mIAP act: 1; beta cell repl: 1; hIAP activ: 0.96; A3A deaminase: 1

Results for O=C(NCc1ccc(F)cc1)C(=O)NCC1OCCCN1S(=O)(=O)c1cccs1 (configuration not stated) ?
ATG4B inh: -4; A3G deaminase: -7; mIAP block: 2; hIAP block: 2; MPTP inh: 0.5; mIAP act: 0.98; beta cell repl: 1; hIAP activ: 0.98; A3A deaminase: -4

How did CCOc1ccc(C2N(c3ccc(OC)cc3)C(=O)C3CCCN32)cc1OC (configuration not stated) do in these assays?
ATG4B inh: 2; A3G deaminase: -7; mIAP block: 10; hIAP block: 8; MPTP inh: -0.8; mIAP act: 0.9; beta cell repl: 2; hIAP activ: 0.92; A3A deaminase: -2

Results for Cc1ccc(NS(=O)(=O)c2cccc(C(=O)NNC(=O)c3ccco3)c2)c(C)c1 ?
ATG4B inh: -5; A3G deaminase: -4; mIAP block: 10; hIAP block: -21; MPTP inh: -0.2; mIAP act: 0.9; beta cell repl: -4; hIAP activ: 1.2; A3A deaminase: -4

What do the screens show for `CNC[C@H]1Oc2ccc(NC(=O)Cc3cn(C)c4ccccc34)cc2CC(=O)N([C@@H](C)CO)C[C@H]1C`?
ATG4B inh: -2; A3G deaminase: -3; mIAP block: 13; hIAP block: 0; MPTP inh: -1.8; mIAP act: 0.87; beta cell repl: -3; hIAP activ: 1; A3A deaminase: -1

Results for Cc1onc(-c2c(F)cccc2Cl)c1C(=O)Nc1cccc(S(=O)(=O)NCc2ccco2)c1 ?
ATG4B inh: -6; A3G deaminase: -7; mIAP block: -16; hIAP block: 7; MPTP inh: -1.3; mIAP act: 1.2; beta cell repl: -3; hIAP activ: 0.93; A3A deaminase: -4

How did COc1cc(Cl)c(C)cc1NC(=O)CSc1ccc(C)cc1 do in these assays?
ATG4B inh: 9; A3G deaminase: 0; mIAP block: 4; hIAP block: 12; MPTP inh: -0.5; mIAP act: 0.96; beta cell repl: -5; hIAP activ: 0.89; A3A deaminase: 3

How did CCN(CC)S(=O)(=O)c1cccc(C(=O)N[C@@H](C)c2nc3ccccc3[nH]2)c1 do in these assays?
A3G deaminase: -5; mIAP block: -4; hIAP block: 3; mIAP act: 1; beta cell repl: -1; hIAP activ: 0.97; A3A deaminase: 1

What do the screens show for `CC(NC(=O)COC(=O)c1cc(S(=O)(=O)N2CCOCC2)ccc1F)c1ccccc1` (configuration not stated)?
ATG4B inh: -3; A3G deaminase: -8; mIAP block: -13; hIAP block: -2; MPTP inh: 0.0; mIAP act: 1.1; beta cell repl: -4; hIAP activ: 1; A3A deaminase: -2

Results for O=C(/C=C/c1ccccc1)c1ccc2c3c(cccc13)CC2 ?
ATG4B inh: 5; A3G deaminase: -1; mIAP block: 7; hIAP block: 7; MPTP inh: 4.5; mIAP act: 0.93; beta cell repl: 0; hIAP activ: 0.93; A3A deaminase: 2

Results for O=C(Nc1ccccc1N1CCOCC1)c1ccc(Cl)c(S(=O)(=O)N2CCCC2)c1 ?
ATG4B inh: -2; A3G deaminase: -4; mIAP block: 1; hIAP block: -2; MPTP inh: -1.3; mIAP act: 0.99; beta cell repl: 0; hIAP activ: 1; A3A deaminase: 3

What do the screens show for `Cc1ccc(NC(=O)C(C)c2cccc(C(=O)c3ccccc3)c2)cc1` (configuration not stated)?
ATG4B inh: -8; A3G deaminase: -2; mIAP block: 4; hIAP block: 1; MPTP inh: 28; mIAP act: 0.95; beta cell repl: -4; hIAP activ: 0.99; A3A deaminase: -2

Results for COC(=O)c1cc(=O)nc2sc3cc(OC)ccc3n12 ?
ATG4B inh: -7; A3G deaminase: -1; mIAP block: 4; hIAP block: 6; MPTP inh: -0.8; mIAP act: 0.96; beta cell repl: -2; hIAP activ: 0.94; A3A deaminase: -1

What do the screens show for `CCCCNS(=O)(=O)CCNCCc1ccccc1`?
ATG4B inh: -10; A3G deaminase: -2; mIAP block: -9; MPTP inh: -0.2; mIAP act: 1.1; A3A deaminase: 1

What do the screens show for `CC1(C)CC(/C=C/c2ccccc2)=Nc2ccccc2N1`?
ATG4B inh: 10; A3G deaminase: -5; mIAP block: -7; hIAP block: 8; MPTP inh: 3.3; mIAP act: 1.1; beta cell repl: -6; hIAP activ: 0.92; A3A deaminase: -2

The final 4 records of the section before open the next one.
What do the screens show for `Cc1ccc(NC(=O)C(C)c2cccc(C(=O)c3ccccc3)c2)cc1` (configuration not stated)?
ATG4B inh: -8; A3G deaminase: -2; mIAP block: 4; hIAP block: 1; MPTP inh: 28; mIAP act: 0.95; beta cell repl: -4; hIAP activ: 0.99; A3A deaminase: -2

Results for COC(=O)c1cc(=O)nc2sc3cc(OC)ccc3n12 ?
ATG4B inh: -7; A3G deaminase: -1; mIAP block: 4; hIAP block: 6; MPTP inh: -0.8; mIAP act: 0.96; beta cell repl: -2; hIAP activ: 0.94; A3A deaminase: -1

What do the screens show for `CCCCNS(=O)(=O)CCNCCc1ccccc1`?
ATG4B inh: -10; A3G deaminase: -2; mIAP block: -9; MPTP inh: -0.2; mIAP act: 1.1; A3A deaminase: 1

What do the screens show for `CC1(C)CC(/C=C/c2ccccc2)=Nc2ccccc2N1`?
ATG4B inh: 10; A3G deaminase: -5; mIAP block: -7; hIAP block: 8; MPTP inh: 3.3; mIAP act: 1.1; beta cell repl: -6; hIAP activ: 0.92; A3A deaminase: -2

How did Cc1c(NC(=S)NC(=O)c2ccc(Br)o2)c(=O)n(-c2ccccc2)n1C do in these assays?
ATG4B inh: 4; A3G deaminase: -3; mIAP block: 0; hIAP block: 10; MPTP inh: -2.7; mIAP act: 1; beta cell repl: 1; hIAP activ: 0.9; A3A deaminase: -2

Results for O=C(CCNC(=O)c1ccc(Br)cc1)NNC(=O)c1ccccc1 ?
ATG4B inh: -14; A3G deaminase: -7; mIAP block: 11; hIAP block: -18; MPTP inh: -1.5; mIAP act: 0.89; beta cell repl: -2; hIAP activ: 1.2; A3A deaminase: -2

What do the screens show for `CC(C)C(NC(=O)c1ccccc1F)C(=O)NCc1ccc(F)cc1` (configuration not stated)?
ATG4B inh: -5; A3G deaminase: 3; mIAP block: 2; hIAP block: 7; MPTP inh: 0.0; mIAP act: 0.98; beta cell repl: 0; hIAP activ: 0.93; A3A deaminase: 40*

How did COC(=O)C(CC(C)C)NC(=O)/C=C/c1ccccc1Cl (configuration not stated) do in these assays?
ATG4B inh: -1; A3G deaminase: -3; mIAP block: 7; hIAP block: 9; MPTP inh: -0.3; mIAP act: 0.93; beta cell repl: -3; hIAP activ: 0.91; A3A deaminase: 4

Results for O=C(c1ccc(N2CCN(C(=O)c3ccccc3)CC2)cc1)c1cccc(F)c1 ?
ATG4B inh: -15; A3G deaminase: -10; mIAP block: 7; hIAP block: 18; MPTP inh: 0.6; mIAP act: 0.93; beta cell repl: 0; hIAP activ: 0.82; A3A deaminase: -4

What do the screens show for `CC(C)(C)C(=O)/C=C/Nc1ccccc1O`?
ATG4B inh: 1; A3G deaminase: -2; mIAP block: 4; hIAP block: -6; MPTP inh: 1.9; mIAP act: 0.96; beta cell repl: -3; hIAP activ: 1.1; A3A deaminase: 1

What do the screens show for `COCCCNC(=O)c1ccccc1C(F)(F)F`?
ATG4B inh: -1; A3G deaminase: -4; mIAP block: 10; hIAP block: -11; MPTP inh: 1.1; mIAP act: 0.9; beta cell repl: -1; hIAP activ: 1.1; A3A deaminase: 4

How did c1ccc(CCc2nn3c(Cc4ccccc4)nnc3s2)cc1 do in these assays?
ATG4B inh: 1; A3G deaminase: 53*; mIAP block: 15; hIAP block: 7; MPTP inh: -1.8; mIAP act: 0.85; beta cell repl: 4; hIAP activ: 0.93; A3A deaminase: 2

How did CSCCC(NS(=O)(=O)c1ccccc1F)C(=O)N1CC=C(c2ccccc2)CC1 (configuration not stated) do in these assays?
ATG4B inh: -7; A3G deaminase: -2; mIAP block: 1; hIAP block: -17; MPTP inh: 1.0; mIAP act: 0.99; beta cell repl: -3; hIAP activ: 1.2; A3A deaminase: 0

How did CCCOC(=O)CSc1nnc(-c2ccccc2Cl)o1 do in these assays?
ATG4B inh: 0; A3G deaminase: -9; mIAP block: -8; hIAP block: -14; MPTP inh: 20; mIAP act: 1.1; beta cell repl: 0; hIAP activ: 1.1; A3A deaminase: -2

Results for CN(C)CCCN1c2ccc([N+](=O)[O-])cc2CCc2cc([N+](=O)[O-])ccc21 ?
ATG4B inh: 1; A3G deaminase: 1; mIAP block: 13; hIAP block: -3; MPTP inh: 0.1; mIAP act: 0.87; beta cell repl: -6; hIAP activ: 1; A3A deaminase: 3

Results for O=C(c1ccccc1C(F)(F)F)N1CCN(S(=O)(=O)c2ccccc2)CC1 ?
ATG4B inh: 4; A3G deaminase: -9; mIAP block: 7; hIAP block: 19; MPTP inh: -2.4; mIAP act: 0.93; beta cell repl: 3; hIAP activ: 0.81; A3A deaminase: -3

How did CN(c1ccccc1)S(=O)(=O)c1ccc(Cl)c(C(=O)NCC(c2ccco2)N2CCCC2)c1 (configuration not stated) do in these assays?
ATG4B inh: -11; A3G deaminase: -1; mIAP block: -17; hIAP block: -6; MPTP inh: -1.8; mIAP act: 1.2; beta cell repl: -5; hIAP activ: 1.1; A3A deaminase: -6

High-throughput results: PubChem, Sanford-Burnham Center for Chemical Genomics
